ERK EGF inh: blocks ERK signaling stimulated by EGF; HEK293-V1b, EGF-stimulated phospho-ERK AlphaScreen; Potency, µM (top dose mostly 11.5 µM), without a hit: at the top dose activity change, negative = inhibition, actives largely listed as inhibitors; actives 0.41% (n = 130,000); AID 1454; active = well fitted inhibition curve with a large enough effect; inconclusive = small, poorly fitted or top-dose-only effect, or effect the other way;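 also: plate controls were stimulated vehicle wells for no effect and unstimulated vehicle basal for full effect; nearly all actives have a fitted effect of over 55% in size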
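Cell line HEK293 (stable V1b), low serum overnight. Pretreatment: compound 30 min, 37C. EGF 25 nM, 5 min. Detection: SureFire AlphaScreen, 5 h RT. AC50 via standard Hill equation.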
The depositor's hits bear a star; u = inconclusive; & = joins results of further samples; [ ] = dose if it differs, or a comment. Potency is read from the fitted curve at half-maximal effect.

item	ERK EGF inh	mol
1	-15%	O=C(Cc1ccccc1)Nc1ccc(NC(=O)c2cccs2)cc1Cl
2	-4%	Oc1ccc(/C=C/c2ccnc3ccccc23)cc1
3	-1%	COc1ccc(S(=O)(=O)Nc2ccc(NC(C)=O)cc2)cc1Br
4	-8%[57.5 µM]	Cc1ccc(C(C(=O)NC2CCCC2)N(Cc2ccc3c(c2)OCO3)C(=O)c2snc(C(N)=O)c2N)cc1 (stereo not drawn)
5	-2%	Cc1cccc(OCCn2c(=O)sc3ccccc32)c1
6	4%[57.5 µM]	O=C(Nc1ccc(O)c2c(=O)cc(-c3ccccc3Cl)oc12)c1ccc(F)cc1
7	-9%[57.5 µM]	CCn1c(O)c(C=NCc2ccccc2)sc1=S
8	-8%	O=S(=O)(c1ccc(F)cc1)c1nc(-c2ccco2)oc1Nc1ccccc1
9	-16%	c1ccc(-c2ccc(CN3C[C@@H]4C(c5ccccc5)C5(c6cccnc6)CC4(C5)[C@H]3c3ccccc3)cc2)cc1 (stereo partly drawn)
10	2%[57.5 µM]	CC(=O)N1CCN(Cc2nc3cc(NC(=O)c4cccc(Br)c4)ccc3n2C)CC1

Some of the entries so far, as a markdown table.
| item | smiles | ERK EGF inh |
| --- | --- | --- |
| 10 | CC(=O)N1CCN(Cc2nc3cc(NC(=O)c4cccc(Br)c4)ccc3n2C)CC1 | 2%[57.5 µM] |
| 1 | O=C(Cc1ccccc1)Nc1ccc(NC(=O)c2cccs2)cc1Cl | -15% |

The list goes on.
item	ERK EGF inh	mol
11	9%	CC1SC(=NC(=O)c2ccncc2)NC1=O (stereo not drawn)
12	-1%	O=C(/C=C/c1ccc(Cl)cc1Cl)N1CCN(c2ccccc2[N+](=O)[O-])CC1
13	-3%	Cc1nnc(NC(=O)c2ccc3c(c2)OCO3)s1
14	-3%	CCOC(=O)Cc1csc(NC(=O)COc2ccc3c(C)cc(=O)oc3c2)n1
15	-2%	CC1(C)Cc2ccccc2C2=C(C(=O)N3CCCCCC3)C(=O)C(=O)N21
16	0%[57.5 µM]	COc1ccc(/C=C2/SC(=S)N(c3ccc(S(=O)(=O)Nc4nccs4)cc3)C2=O)cc1
17	5%[57.5 µM]	Clc1ccc(/C=C/c2nc(Cl)c(-c3ccc(Cl)cc3)c(Cl)n2)cc1
18	-4%	Cc1ccc(C(=O)NCCc2ccc(F)cc2)s1
19	-5%	O=C1S/C(=C\C=C\c2ccco2)C(=O)N1c1ccccc1
20	-2%	CC(Oc1ccc(C#N)cc1)C(=O)c1ccc(F)c(F)c1 (stereo not drawn)
21	-4%	Cc1ccc(NCc2nnc(SCC(N)=O)n2CC2CCCO2)c(C)c1 (stereo not drawn)
22	6%	COc1ccc2c(c1)OC/C(=C/c1ccc(O)c(O)c1)C2=O
23	-18%[57.5 µM]	C[C@@H]1CC[C@@]2(O[C@H](CCO)C[C@H](O)[C@H]2O)O1
24	7%	COc1ccccc1-c1nnc(NC(=O)C(C)Sc2nncn2C)s1 (stereo not drawn)
25	-9%	O=C(c1cccc(F)c1)N1CCC[C@@]2(CCN(c3ccccc3)C2)C1
26	9%	CC(Oc1ccccc1)C(=O)Nc1oc(-c2ccco2)c(-c2ccco2)c1C#N (stereo not drawn)
27	0%	CC1=CC2=NC(=O)/C(=C\c3ccc(-c4ccc(Cl)cc4)o3)C(=N)N2O1
28	-4%	CCCC(=O)Nc1ccc(C(=O)NCCc2ccc(F)cc2)cc1
29	-24%	CN1CCCC2(CCN(C(=O)c3cccc(F)c3)CC2)C1
30	6%[57.5 µM]	CCSc1nnc(NC(=O)c2cc(-c3ccccc3O)n[nH]2)s1
31	7%[57.5 µM]	COC(=O)c1ccccc1NCCO
32	0%	C/C(CC(=O)Nc1c(C)cc(C)cc1C)=N\NC(=O)OC(C)(C)C
33	-2%	C/C(Cn1cnc([N+](=O)[O-])n1)=N\NC(=O)c1ccc(F)cc1
34	-4%	CSCCC(NC(=O)c1ccccc1Br)C(=O)N1CCC(C)CC1 (stereo not drawn)
35	-4%	COc1ccc(Cl)cc1NC(=O)CN1C(=O)CCS(=O)(=O)c2ccccc21
36	0%	O=C(c1csnn1)N1CCC2(CC1)CCN(C(c1ccccc1)c1ccccc1)CC2
37	4%[57.5 µM]	CN1CCN(C(=O)C2=C[C@H](c3ccc(Br)cc3)C[C@H](OCCCCO)O2)CC1
38	u	O=C(O)c1cc(N/N=C/C=C/c2ccccc2[N+](=O)[O-])ccc1Cl
39	-8%	CCCOc1cccc(-c2cc(C(=O)NN)c3ccccc3n2)c1
40	-1%	CCOCCCNC(=O)CN1C(=O)/C(=C/c2ccccc2)Sc2ccccc21
41	-12%	CN(c1ccccc1)S(=O)(=O)c1cccc(C(=O)OCC(=O)NCc2ccc3c(c2)OCO3)c1
42	-9%	COc1ccccc1NC(=S)NC(=O)/C=C/c1cccs1
43	-6%	Cc1nnc(SCC(=O)NNC(=O)c2ccccc2)n1-c1ccccc1
44	u	COC(=O)[C@@]1(Cc2ccc(OC)cc2)[C@H]2c3cc(C(=O)N(C)C)[nH]c3C[C@H]2CN1C(=O)c1ccccc1
45	15%	Cc1ccc(NC(=O)CSc2ncc(S(=O)(=O)c3ccccc3)c(=O)[nH]2)cc1C
46	12%	COc1cccc(/C=C(/C#N)c2ccc(F)cc2)c1OCc1cccc(C(=O)O)c1
47	2%	CCC(C)(C)NC(=O)C(C)OC(=O)c1nsc(Cl)c1Cl (stereo not drawn)
48	-8%	COc1cccc(NC(=O)Nc2cc(C(=O)O)ccc2C)c1
49	-2%	Cc1ccc(OCC(=O)N/N=C/c2cc([N+](=O)[O-])ccc2N2CCCCC2)cc1
50	-4%	CCOc1ccccc1Cn1c(=O)oc2ccc(C)cc21
51	u	CN(C)c1ccc(C(CNC(=O)c2ccccc2)c2c[nH]c3ccccc23)cc1 (stereo not drawn)
52	-3%[57.5 µM]	Cc1nc(CS(=O)(=O)c2ccccn2)sc1C(=O)NNC(=O)c1ccccc1
53	-2%	COc1ccc(-c2nnc(SCC(=O)NC(C)c3ccccc3)o2)cc1 (stereo not drawn)
54	2%	CC1(C)CC(=O)C(Sc2ccc(Br)cc2)=C(O)C1
55	6%[57.5 µM]	O=[N+]([O-])c1cccc(-c2noc(-c3cccs3)n2)c1
56	-2%	CC(C)CNC(=O)COC(=O)CNC(=O)c1cc(Cl)cc([N+](=O)[O-])c1
57	9%	O=C(Cc1ccc(-n2c(=O)[nH]c3ccsc3c2=O)cc1)NCc1cccnc1
58	2%	O=C(CCN1CCN(C/C=C/c2ccccc2)CC1)Nc1ccc(Cl)cc1
59	3%	O=C(CNC(=O)c1ccccc1)N/N=C/c1cc(Br)ccc1O
60	0%	COCCCNC(=O)CCn1c(=O)c2ccccc2n(CC(=O)NCCC2=CCCCC2)c1=O

(more compounds)
item	ERK EGF inh	mol
61	4%	Nc1[nH][nH]c(=O)c1N=Nc1ccc2c(c1)OCO2
62	-1%	CCOC(=O)N1CCc2c(sc3c2c(=O)n(Cc2ccccc2)c(=O)n3Cc2ccccc2F)C1
63	3%	COCCN=C1OC(=O)N2C(=O)C3=C4C(C[C@H]5C(=O)N(c6ccccc6)C(=O)[C@H]5[C@H]4[C@@]12Cc1ccccc1)[C@H]1C(=O)N(c2ccccc2)C(=O)[C@H]1[C@H]3C (stereo partly drawn)
64	u	CCC(C(=O)Nc1sc(C(N)=O)c(C)c1C(=O)OC)c1ccccc1 (stereo not drawn)
65	-23%	N=C(c1ccc([N+](=O)[O-])cc1)N1CCCCCC1
66	u	O=C(CCCN1C(=O)c2cccc3cccc(c23)C1=O)N1CCN(c2ccc(F)cc2)CC1
67	8%	COc1ccc(NC(=O)c2cc(OC)c(OC)c(OC)c2Br)cc1OC
68	-2%[57.5 µM]	COc1cc(CNCCc2ccccc2F)ccc1OCC(=O)N1CCCCC1
69	1%	COc1ccc(Oc2ncc3nc(C)c(=O)n(Cc4ccc(F)cc4)c3n2)cc1
70	7%	COc1cc2c(cc1OC)-c1c(oc3cc(O)cc(O)c3c1=O)CO2
71	6%	O=C(COC(=O)c1cnccn1)NCc1ccc2c(c1)OCO2
72	-10%[57.5 µM]	CCCc1cc(=O)[nH]c(SCC(=O)NC2CCCc3ccccc32)n1 (stereo not drawn)
73	-13%	Cc1ccc(Cn2nnnc2CN2CCC(NC(=O)c3ccc(Br)cc3)CC2)cc1
74	u	C=CCc1c(C)nc(-c2ccccc2)nc1Nc1ccccc1O
75	-5%[57.5 µM]	O=C(CC1(O)C(=O)Nc2ccccc21)c1ccccc1O (stereo not drawn)
76	8%	Cc1nn(CC(=O)N2CCc3ccccc3C2)c(C)c1[N+](=O)[O-]
77	-13%[57.5 µM]	CCO[C@@H]1OC(C(=O)N2CCOCC2)=C[C@H](C)[C@H]1CCCO
78	0%[57.5 µM]	CC(C)Sc1nnc([C@H](Cc2ccccc2)NC(=O)OC(C)(C)C)o1
79	0%[57.5 µM]	O=C(Nc1ccccc1)C1=C[C@H](c2ccc(Br)cc2)C[C@H](OCc2ccc(CO)cc2)O1
80	-6%	O=C(Cn1cc(C(F)(F)F)cc(Cl)c1=O)Nc1cccc(Cl)c1

Of the compounds above, these contain an aryl thioether with sulfur outside any ring.
item	ERK EGF inh	mol
21	-4%	Cc1ccc(NCc2nnc(SCC(N)=O)n2CC2CCCO2)c(C)c1 (stereo not drawn)
24	7%	COc1ccccc1-c1nnc(NC(=O)C(C)Sc2nncn2C)s1 (stereo not drawn)
30	6%[57.5 µM]	CCSc1nnc(NC(=O)c2cc(-c3ccccc3O)n[nH]2)s1
43	-6%	Cc1nnc(SCC(=O)NNC(=O)c2ccccc2)n1-c1ccccc1
45	15%	Cc1ccc(NC(=O)CSc2ncc(S(=O)(=O)c3ccccc3)c(=O)[nH]2)cc1C
53	-2%	COc1ccc(-c2nnc(SCC(=O)NC(C)c3ccccc3)o2)cc1 (stereo not drawn)
54	2%	CC1(C)CC(=O)C(Sc2ccc(Br)cc2)=C(O)C1
72	-10%[57.5 µM]	CCCc1cc(=O)[nH]c(SCC(=O)NC2CCCc3ccccc32)n1 (stereo not drawn)
78	0%[57.5 µM]	CC(C)Sc1nnc([C@H](Cc2ccccc2)NC(=O)OC(C)(C)C)o1

The list continues:
item	ERK EGF inh	mol
81	-3%	O=C(CN1C(=O)NC2(CCCCC2)C1=O)NCc1ccc2c(c1)OCO2
82	5%	O=C(CSc1n[nH]c(=O)[nH]c1=O)NC1CC1
83	1%	CCOc1ccc(N2C(=O)CC(n3ccc(C)n3)C2=O)cc1 (stereo not drawn)
84	2%[57.5 µM]	Cc1cc(C)nc(NS(=O)(=O)c2ccc(NS(=O)(=O)c3ccsc3)cc2)n1
85	-2%	CCOC(=O)C1=NN(C(=O)COc2ccccc2)C(O)(c2ccc(Br)cc2)C1 (stereo not drawn)
86	3%	O=C(Nc1nc2c(ccc3ccccc32)s1)c1cc([N+](=O)[O-])ccc1N1CCOCC1
87	-12%	C[n+]1cc(C(=O)N2CCCCC2)ccc1/C=C/c1c[nH]c2ccccc12
88	-8%[57.5 µM]	Cc1ccc(N2C(=O)CC3(CCCC3)CC2=O)cc1
89	4%[57.5 µM]	CS/C(N)=N/C(=S)Nc1cccc(Cl)c1
90	2%[57.5 µM]	Cc1ccc(/C=C2\SC(=S)N(CC(=O)Nc3cccnc3)C2=O)cc1
91	-16%	CCN(CC)CCCNCC(=O)Nc1cc(C)on1
92	5%	O=[N+]([O-])c1ccc2nc(-c3ccccc3)[nH]c2c1
93	3%	N#C/C(=C/c1cn[nH]c1-c1ccc(Br)cc1)C(=O)O
94	2%&-4%	C[C@@H](C(=O)Nc1ccc2ccccc2c1)[C@@H]1C[C@@]1(C)[C@@H](NC(=O)c1ccccc1)c1ccccc1
95	9%	S=C(c1cn(CCOc2cccc3ccccc23)c2ccccc12)N1CCCC1

Screening results from PubChem.

An excerpt; rates above refer to the full screens.
